KB-3-1 tox = qHTS assay for MDR1-selective chemotherapeutics: Primary screen using the parental adenocarcinoma cell KB-3-1; KB-3-1 viability, CellTiter-Glo ATP luminescence, 72 h; hit rate 1.4% among 400,000; Potency, µM (doses to about 46.1 µM), for inactives: at the highest dose activity change, negative = cytotoxic, usual class: cytotoxic; further: nearly all actives have a fitted effect of over 60% in size
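Cytotoxicity measured as CellTiter-Glo luminescence after 72 h at 37 C. Compound titrations were pinned onto drug-naive KB-3-1 parental adenocarcinoma cells grown in DMEM with 10% FBS, and normalized data fitted to concentration-response curves.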
ATXN2 expr inh = Primary qHTS for Inhibitors of ATXN expression; Potency, µM (series often up to 57 µM), for inactives: at the highest dose activity change, negative = inhibition, actives largely listed as inhibitors; HEK-293 ATXN2-luciferase reporter, luminescence, 24 h; AID 1745845, 2022; hit rate 0.72% among 360,000; further: nearly all actives have a fitted effect of over 55% in size
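qHTS (up to 57 uM final) was run with 24 h compound exposure of reporter cells at 37 °C. Each well was multiplexed: SteadyGlo luminescence measured ATXN2-luciferase expression after a fluorogenic Gly-Phe-AFC viability readout (25 uM final).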
KB-V1 cytotox = qHTS assay for MDR1-selective chemotherapeutics: Primary screen using the drug-selected MDR subline cells KB-V1 | KB-V1 MDR cells viability, CellTiter-Glo, 72 h | Potency, µM (doses to about 46.1 µM), for the others: at the highest dose activity change, negative = cytotoxicity, hits mostly cytotoxic | hit rate 3.4% among 400,000 | AID 1347076, 2019; further: nearly all actives have a fitted effect of over 60% in size
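KB-V1 MDR subline cells in DMEM (phenol-red free, 10% FBS) exposed to compounds in qHTS concentration series for 72 h at 37 degrees C. Viability read by CellTiter-Glo luminescence; concentration-effect curves fitted after normalization and correction.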
The depositor's hits bear a star; ? = inconclusive; [ ] = another dose, or the depositor's remark. The call rests on the fitted dose curve; in most records, active means well fitted curve in the direction sought with a large enough effect; inconclusive means small, poorly fitted or top-dose-only effect, or another doubt; inactive means no such curve, though single readings can be large; an effect the other way counts as inactive or inconclusive. On the % scale 0 is the no-effect control and ±100 the full control effect; potency means the concentration at half of the fitted maximal effect. An excerpt. The share of hits here may be higher or lower than overall.

SMILES	KB-3-1 tox	ATXN2 expr inh	KB-V1 cytotox
CCN(CC)S(=O)(=O)c1ccc2c(c1)N(CC(=O)N(C)Cc1ccccc1)C(=O)CO2	14%	-7%	-7%
COc1ccc(OCC(=O)Nc2cc(-c3cccc(Cl)c3)nn2-c2ccccc2)cc1	5%	4%	-8%
Cn1c(=O)c2c(nc(NCc3ccccc3)n2Cc2ccc(Cl)c(Cl)c2)n(C)c1=O	?	?	18µM*
CCc1nnc(SCC(=O)Nc2ccc(F)cc2F)c2cc3sc(C)cc3n12	1%	-1%	?
COc1cc(CN(C(=O)c2ccccc2)c2ccccn2)cc(OC)c1OC	1%	-5%	8%
CCCCNC(=O)C1CCN(S(=O)(=O)c2cc(Br)cc3c2N(C(=O)CC)CC3)CC1	0%	-1%	1%
Cc1nn(-c2ccc(N3CCOCC3)nn2)c(C)c1CCC(=O)NCc1ccc(OC(C)C)cc1	-2%	2%	-1%
Cc1ccc(-c2nc3sc(CCNC(=O)c4ccco4)c(C)n3n2)cc1	17%	-2%	-6%
Cc1nc(-c2ccccc2)sc1CCNS(=O)(=O)c1ccccc1	-13%	-2%	?
O=[N+]([O-])c1ccc(C(c2sc3nc(-c4ccco4)nn3c2O)N2CCC3(CC2)OCCO3)cc1 (stereo not given)	8%	8%	0%

Brought forward from above: 4 compounds; new compounds follow.
SMILES	KB-3-1 tox	ATXN2 expr inh	KB-V1 cytotox
Cc1nn(-c2ccc(N3CCOCC3)nn2)c(C)c1CCC(=O)NCc1ccc(OC(C)C)cc1	-2%	2%	-1%
Cc1ccc(-c2nc3sc(CCNC(=O)c4ccco4)c(C)n3n2)cc1	17%	-2%	-6%
Cc1nc(-c2ccccc2)sc1CCNS(=O)(=O)c1ccccc1	-13%	-2%	?
O=[N+]([O-])c1ccc(C(c2sc3nc(-c4ccco4)nn3c2O)N2CCC3(CC2)OCCO3)cc1 (stereo not given)	8%	8%	0%
COc1ccc(Nc2nc(C)nc(N)c2S(=O)(=O)c2ccccc2)cc1	2%	12%	-8%
CCOc1ccccc1CN1CCc2nc(N3CCN(C)CC3)ncc2C1	-20%	-8%	-8%
COc1cccc2cc(-c3nnc(Nc4ccccc4C)s3)c(=O)oc12	7%	50%[activator]	?
CC(=O)c1cccc(NC(=O)CN2C(=O)c3cccnc3Sc3ccccc32)c1	17%	38%	-17%
CCC1CCCCN1S(=O)(=O)c1ccc(C(=O)Nc2sc3c(c2C(=O)NC)CCC3)cc1 (stereo not given)	-1%	-18%	-5%
CC(C)Oc1ccc(C(=O)Nc2ccc3oc(-c4ccncc4)nc3c2)cc1	?	-3%	-5%
O=C(/C=C/c1ccccc1)Nc1cc(-c2nc3ccccc3o2)ccc1Cl	24%	32%	1%
CCOC(=O)c1c(C)oc2nc(C)nc(NCc3ccc(OC)cc3)c12	2%	0%	-21%
CCOC(=O)c1c(C)[nH]c(C)c1S(=O)(=O)N1CCCC(C(=O)N2CCN(c3ccccc3F)CC2)C1 (stereo not given)	11%	4%	4%
Cc1ccc(-c2cc3ncc4c(n3n2)-c2cc(F)ccc2OC4)cc1	22%	7%	4%
COC(=O)c1sc2cccc(F)c2c1S(=O)(=O)N1CCN(c2ccccc2OC)CC1	5%	-11%	7%
Cc1ccc(NC(=O)Cc2coc3c(C)c(C)ccc23)c(C)c1	-1%	9%	7%
CCCOc1ccc(C2C(=O)N(C3CCCCC3)CC(=O)N2CCc2ccccc2)cc1OC (stereo not given)	0%	8%	2%
Cc1ccc(NC(=O)Cn2c(=O)oc3cc(S(=O)(=O)N4CCC(C)CC4)ccc32)cc1Cl	-2%	?	-8%
CC(NC(=O)c1ccccc1NC(=O)c1nsc2ccccc12)c1ccccc1 (stereo not given)	9%	19%	-4%
Cc1cccc(OCCSc2nc3ccccc3n2CC(=O)N2CCOCC2)c1C	11%	-4%	-11%
COc1ccccc1CNC(=O)CCn1c(=O)c2ccccc2n(CC(=O)Nc2cc(Cl)ccc2C)c1=O	-17%	5%	-16%
COc1ccc(S(=O)(=O)c2cn(CC(=O)Nc3ccccc3)c3ccc(Cl)cc3c2=O)cc1	5%	7%	-3%
COCCn1c(CCC(=O)Nc2ccc(C)c(Cl)c2)nc2cccnc21	2%	2%	-9%
Cc1cccc(NC(=O)c2oc3ccccc3c2NC(=O)c2cc(=O)c3cc(Cl)ccc3o2)c1	-4%	4%	?
CCc1ccccc1NC(=O)CN(Cc1ccccc1)S(=O)(=O)c1ccc2nc(C)sc2c1	1%	1%	5%
CC(C)c1nn2c(=O)cc(COC(=O)c3ccco3)nc2s1	17%	14%	?
CCOC(=O)c1ccc(N2C(=O)c3[nH]nc(-c4ccc(OC)cc4)c3C2c2ccc(C)cc2)cc1 (stereo not given)	?	?	18µM*
Cc1ccc(-n2nc(C(=O)NC(C)C)c(=O)n(C)c2=O)cc1	-11%	-3%	-2%
O=C(Cn1ccc2cc(S(=O)(=O)N3CCCCCC3)ccc21)NCCc1ccc(Cl)cc1	-12%	-11%	-25%
CCc1cnc2c(c1SCC(=O)N1CCCCC1)c(=O)n(C)c(=O)n2C	6%	12%	-6%
COc1ccc2c(CNC3CCCCCC3)c(C(=O)O)n(Cc3ccc(C)cc3)c2c1	-2%	-28%	15%
CC(C)COC(=O)/C(C#N)=C\c1ccc(-c2ccccc2Cl)o1	?	17%	13%
COc1ccc(C)cc1S(=O)(=O)NCC(c1ccc(N(C)C)cc1)N1CCc2ccccc21 (stereo not given)	2%	14%	-24%
Cc1cc2ccccc2n1CCNC(=O)c1ccc(Br)cc1	-6%	3%	1%

Quoted from the listing:
KB-3-1 tox with O=C(/C=C/c1ccccc1)Nc1cc(-c2nc3ccccc3o2)ccc1Cl reads 24%
ATXN2 expr inh with CC(C)c1nn2c(=O)cc(COC(=O)c3ccco3)nc2s1 reads 14%
KB-3-1 tox with CCCOc1ccc(C2C(=O)N(C3CCCCC3)CC(=O)N2CCc2ccccc2)cc1OC (stereo not given) reads 0%
KB-V1 cytotox with CCOC(=O)c1c(C)oc2nc(C)nc(NCc3ccc(OC)cc3)c12 reads -21%
KB-3-1 tox with Cc1nc(-c2ccccc2)sc1CCNS(=O)(=O)c1ccccc1 reads -13%
KB-3-1 tox with Cc1cccc(NC(=O)c2oc3ccccc3c2NC(=O)c2cc(=O)c3cc(Cl)ccc3o2)c1 reads -4%

Next part
SMILES	KB-3-1 tox	ATXN2 expr inh	KB-V1 cytotox
Cc1ccc(C)c(NS(=O)(=O)c2ccc3c(c2)CCCN3C(=O)C2CCC2)c1	-19%	?	-11%
Cc1ccc(NS(=O)(=O)c2ccc3nc(-c4ccccc4)[nH]c3c2)c(Cl)c1	-7%	-11%	0%
O=C1c2ccccc2C(=O)C1(c1ccccc1)N1CCN(c2cccc(C(F)(F)F)c2)CC1	-11%	0%	?
COc1ccc(/C=C/C(=O)Nc2cccc(F)c2)cc1	19%	43%[activator]	-28%
CCOc1cccc2c1Oc1nc(-c3ccccc3)nc(SCC(=O)Nc3ccc(F)cc3)c1C2	-5%	8%	26%
COC(=O)c1ccccc1NC(=O)CCC(=O)N1CCOc2ccccc21	7%	9%	0%
Cc1cc(F)ccc1NC(=O)CCS(=O)(=O)c1cc2c3c(c1)CCN3C(=O)CC2	3%	1%	?
CCCN(C(=O)NCc1noc2ccc(C)cc12)c1ccc(Cl)c(Cl)c1	1%	-9%	1%
CCOC(=O)c1noc2ncnc(Nc3ccc(F)cc3F)c12	2%	2%	?
COc1ccc(NC(=O)c2ccc3nc(CCc4ccccc4)oc3c2)c(OC)c1	-2%	9%	8%
O=C(CSc1nc2c(c(=O)[nH]1)CN(Cc1ccc3c(c1)OCO3)CC2)Nc1cc(F)ccc1F	1%	16%	-11%
Cc1cccc(NC(=O)C2CCC(CNS(=O)(=O)c3ccc4c(c3)CCCC(=O)N4)CC2)c1C (stereo not given)	-10%	-17%	-5%
Cc1cc(C)cc(OCC(=O)Nc2ccc(Cl)c(-c3nc4ncccc4o3)c2)c1	3%	?	-11%
COc1ccc(-c2c(C#N)c(SCC(=O)Nc3ccc(C)c(C)c3)nc(C)c2C(=O)Nc2ccc(Cl)cc2)cc1	-3%	5%	0%
CCc1ccc2oc(C(=O)Nc3cc(C)ccc3C)cc(=O)c2c1	10%	-6%	-18%
Cc1ccc(NC(=O)c2c(C)nc3sc(C(=O)Nc4ccc(F)cc4)c(N)c3c2-c2ccccc2Cl)c(C)c1	4%	0%	-1%
COc1ccc(Nc2cc(C)nc3c(C)c(C)ccc23)cc1	19%	?	-22%
COc1cccc(CNC(=O)CSc2ncc(S(=O)(=O)c3ccc(Br)cc3)c(=O)[nH]2)c1	-1%	4%	?
Cc1ccc2c(c1)-c1onc(C(=O)N3CCN(c4cc(Cl)ccc4C)CC3)c1CO2	1%	9%	-26%
CCc1ccccc1NC(=O)c1nc2nc(C)cc(C(F)F)n2n1	7%	16%	27%
CCC(=O)N1c2ccc(S(=O)(=O)CCC(=O)N3CCN(c4ccc(F)cc4)CC3)cc2CC1C (stereo not given)	-8%	-7%	-13%
Cc1cc(C)cc(-n2c(SCC(=O)Nc3ccccc3)nc3c(oc4ccccc43)c2=O)c1	12%	3%	-25%
N#Cc1ccc(CSc2nc3c(c(=O)[nH]2)CCC3)cc1	-30%	2%	-2%
COc1cc(C(=O)N(Cc2ccc(C(C)C)cc2)C2CCS(=O)(=O)C2)cc(OC)c1OC (stereo not given)	-5%	12%	-15%
CCc1ccc(-n2nnc(-c3nc(-c4cccs4)no3)c2N)cc1	22%	61%[activator]	-11%
CC(=O)c1cccc(NC(=O)Cn2c(-c3cncs3)nc3ccccc32)c1	5%	-22%	1%
CCN(c1cccc(C)c1)c1ncnc2c1cnn2-c1cccc(Cl)c1	5%	32%	21%
CCCN(CCC)CCCNC(=O)Cn1ncc2c3ccccc3n(Cc3ccccc3)c2c1=O	-8%	-24%	-17%
COc1ccc(Cn2c(SCC(=O)Nc3ccc(OC)cc3)nc3ccccc32)cc1	3%	-20%	-12%
Cc1sc2ncn(CC(=O)Nc3ccc(F)cc3Cl)c(=O)c2c1S(=O)(=O)N1CCN(c2ncccn2)CC1	-1%	-6%	?
O=C(NCc1ccc(F)cc1)c1ccc2nc(N3CCCCC3)sc2c1	17%	9%	-7%
Oc1ccc(-c2nc3ccc(Cl)cn3c2Nc2ccc3c(c2)OCO3)cc1	20%	1%	22%
COc1ccc(-n2c(=O)c3sc4ccccc4c3n(Cc3ccccc3C)c2=O)cc1OC	-5%	1%	17%
CSc1nc(Nc2ccc(C)cc2C)cc(-c2ccccc2)n1	15%	0%	1%
Cc1cccc(N2C(=O)N(CC(=O)C(C)(C)C)c3ccccc3S2(=O)=O)c1C	-5%	-2%	6%
COc1cccc(NC(=O)C(=O)NCCc2sc(-c3cccc(C)c3)nc2C)c1	2%	41%[activator]	?
CC(C)(C)C(=O)Cn1c(=O)n(-c2ccc(Cl)c(Cl)c2)c(=O)c2c3c(sc21)CCCC3	10%	-1%	6%
CC(C)(C)c1ccc(S(=O)(=O)Nc2ccc(O)c(Sc3nc4ccccc4s3)c2)cc1	?	-26%	?
CC(=O)c1ccc(NC(=O)CN2C(=O)CCc3ccccc32)cc1	9%	4%	-2%
CCOc1ccccc1CN1CCc2nc(N3CCN(c4ccccc4F)CC3)ncc2C1	?	?	?

Reprinted from the part before: 2 entries; new compounds follow.
SMILES	KB-3-1 tox	ATXN2 expr inh	KB-V1 cytotox
CC(=O)c1ccc(NC(=O)CN2C(=O)CCc3ccccc32)cc1	9%	4%	-2%
CCOc1ccccc1CN1CCc2nc(N3CCN(c4ccccc4F)CC3)ncc2C1	?	?	?
Cc1ccc(C)c(NC(=O)Cn2c(=O)n(Cc3ccc4c(c3)OCO4)c(=O)c3ccccc32)c1	9%	13%	6%
CCOC(=O)C1CCCN(C(=O)c2ccc3c(c2)sc2nc(-c4ccc(C)cc4C)cn23)C1 (stereo not given)	3%	-4%	0%
COc1ccc2c(CNCc3cccs3)c(C(=O)O)n(Cc3ccc(F)cc3)c2c1	16µM*	-17%	-5%
Cc1ccc(CSc2cn(CCNC(=O)c3cccs3)c3ccccc23)cc1	?	?	-4%
CCOC(=O)C1CCC(CN(Cc2ccc(Cl)cc2)S(=O)(=O)c2cccc(Cl)c2C)CC1 (stereo not given)	-5%	-1%	-1%
CCOc1ccccc1NC(=O)C1CCCN(c2ncnc3onc(-c4ccc(F)cc4)c23)C1 (stereo not given)	5%	7%	-4%
O=c1cc(COc2ccc(Cl)cc2Cl)nc2scc(-c3ccccc3)n12	0%	1%	-15%
CCOC(=O)c1c(C)oc2nc(C)nc(NCc3cccc(Cl)c3)c12	-11%	1%	-1%
CCOc1ccccc1C(=O)N(Cc1cccs1)c1ccc(Cl)cc1	?	0%	-1%
CNC(=O)C1CCC(Cn2c(=O)c3sccc3n(CC(=O)NCc3ccc(C)cc3)c2=O)CC1 (stereo not given)	-5%	8%	?
Cc1cc(C)cc(NC(=O)CCc2c(C)nc3nc(CNC(=O)c4cccc(F)c4)nn3c2C)c1	2%	-28%	0%

Compound activity from PubChem BioAssay.
